Screening data deposited in PubChem BioAssay by several laboratories.
CRFBP-R2 agonist = agonists of human CRF-binding protein/CRF-R2 receptor complex; HEK293 CRF-R2/CRF-BP, calcium dye fluorescence (FLIPR); percent of saturating CRF peptide response; activation, % at 13.2 µM; 0.46% of 350,000 active; AID 588473;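 active means activation of at least 50%, plus an integration ratio under a set limit after plate pattern correction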;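 further: plate controls were neutral control wells without compound for no effect and CRF at EC100 for full effect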
DNA FID counter = counter-screen for HCV NS3 helicase inhibitors: DNA intercalator displacement | 0.17% of 290,000 active | inhibition, % at 7.9 µM | AID 1845 | DNA fluorescent intercalator displacement, fluorescence; in the data active means inhibition above about 37%;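 further: 0% = vehicle and 100% = reference compound; higher means more ethidium bromide displaced from hairpin DNA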
MEKK3 PB1 HTS = MEKK3-MEK5 PB1 interaction, increase or decrease. bead-based flow cytometry, Alexa488-MEK5 binding to MEKK3; actives lie on both sides; 0 = blocked by unlabeled MEK5, 100 = vehicle. binding response (% of control), % at 10 µM. 1.4% of 290,000 active. Q99759;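 active means binding response more than 3 SD above or below the average of its plate-row segment, actives on both sides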;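 further: Alexa488 bead fluorescence after subtracting the streptavidin-only scavenger bead signal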
Target sequence (Q99759 whole entry, looked up): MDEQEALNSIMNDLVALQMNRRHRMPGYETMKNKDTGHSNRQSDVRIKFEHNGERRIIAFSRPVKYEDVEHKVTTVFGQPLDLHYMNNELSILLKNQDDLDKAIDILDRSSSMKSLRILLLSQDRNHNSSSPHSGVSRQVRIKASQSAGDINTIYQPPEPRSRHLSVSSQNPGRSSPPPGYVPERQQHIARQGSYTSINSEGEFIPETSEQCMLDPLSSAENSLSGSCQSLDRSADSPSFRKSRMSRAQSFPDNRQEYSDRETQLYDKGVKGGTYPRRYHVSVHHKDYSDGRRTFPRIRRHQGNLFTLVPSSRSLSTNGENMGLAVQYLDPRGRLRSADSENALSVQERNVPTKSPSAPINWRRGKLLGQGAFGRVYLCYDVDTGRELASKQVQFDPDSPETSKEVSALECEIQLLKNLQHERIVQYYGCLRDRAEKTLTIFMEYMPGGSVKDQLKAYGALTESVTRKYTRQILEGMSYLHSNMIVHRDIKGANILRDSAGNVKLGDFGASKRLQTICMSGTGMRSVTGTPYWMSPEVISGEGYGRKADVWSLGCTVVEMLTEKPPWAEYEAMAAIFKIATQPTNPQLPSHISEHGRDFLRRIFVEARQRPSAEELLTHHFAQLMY
HCV NS3 hel inh = inhibitors of Hepatitis C virus NS3 helicase. NS3 helicase DNA unwinding, Cy5 molecular beacon fluorescence. inhibition, % at 10.9 µM. 0.56% of 290,000 active;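 active means inhibition above the mean of all tested compounds plus 3 SD, set per campaign, cut at about 35% in these data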;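 further: 0% = DMSO wells and 100% = thioflavine S control wells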
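Assay system – hepatitis C virus NS3 helicase domain fragment enzyme · Buffer or medium – MOPS pH 6.5, MgCl2, DTT, Tween20, BSA · Reagent – Cy5/quencher beacon DNA duplex and ATP to start · Compound – single 10.9 µM dose · Timing – 1 h at 25 °C · Technique – Cy5 beacon fluorescence read at start and 1 h · Measure – % inhibition of unwinding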
MEKK2wt PB1 HTS = raises or lowers MEK5 binding to wildtype human MEKK2 PB1 domain; bead flow cytometry, Alexa488-MEK5 binding to MEKK2 WT; actives lie on both sides; binding response (% of control), % at 10 µM; 1.1% of 290,000 active; AID 1531; in the data active means binding response below about 67% or above about 130%
MEKK2 mut-MEK5 = signal of MEK5 binding to mutant human MEKK2 PB1 domain. bead flow cytometry, Alexa488-MEK5 binding to MEKK2 mutant. percent response, % at 10 µM. 0.35% of 290,000 active; in the data active means percent response above about 24%, passing the limit was not always enough; further: inactives centre near 1; some results filed as inactive read as strong as hits; reference of the scale not given here
UBC9 SUMO inh = SUMOylation inhibition | P63279 | HTRF SUMOylation assay, SAE1/SAE2 + UBC9, in vitro | inhibition, % at 35 µM | 0.36% of 290,000 active; in the data active means inhibition above about 50%, passing the limit was not always enough; further: strong numbers were not always called active
Target sequence (P63279 whole entry, looked up): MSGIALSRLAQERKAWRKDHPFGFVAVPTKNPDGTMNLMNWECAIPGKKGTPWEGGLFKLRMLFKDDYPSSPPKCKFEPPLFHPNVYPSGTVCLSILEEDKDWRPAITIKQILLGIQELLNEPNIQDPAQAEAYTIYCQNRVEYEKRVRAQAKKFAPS
CRFR2-BP antag = CRF-BP/CRF-R2 complex antagonism. HEK293 CRF-R2/CRF-BP, CRF-induced calcium fluorescence. inhibition, % at 11.8 µM. 0.59% of 350,000 active;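 active means inhibition of the ligand-induced calcium signal above about 50% at the single tested concentration, limit read from the data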
GalR3 antag = antagonists of human GalR3; HEK293 GalR3-CNG cAMP membrane potential fluorescence; galR3 body fused to GalR1 C-terminus; inhibition, % at 3 µM; 0.44% of 360,000 active; AID 651719;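 active means inhibition above the screen-wide average plus 3 SD, cut at about 13% in these data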;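 further: forskolin and galanin both at EC90 stimulate the cells; cAMP rise reported by CNG channel membrane potential dye signal; 0% = forskolin plus galanin with DMSO and 100% = forskolin alone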
An asterisk follows results filed as active; · = no result given; [ ] = remark or other dose. An excerpt, so the mix of outcomes need not match the whole.

SMILES	CRFBP-R2 agonist	DNA FID counter	MEKK3 PB1 HTS	HCV NS3 hel inh	MEKK2wt PB1 HTS	MEKK2 mut-MEK5	UBC9 SUMO inh	CRFR2-BP antag	GalR3 antag
COc1ccc(OCC(O)CN2CCc3ccccc3C2)cc1 (stereo not drawn)	0.4	4	100	8	101	3	1	56*	-2
N#Cc1ccc(CSc2nnc(-c3ccccn3)n2-c2ccccc2)cc1	2.5	-20	100	0	104	-2	23	-19	-3
Cn1cccc1CC(=O)NNC(=S)NC(=O)c1ccccc1Br	2.5	-9	98	19	96	-1	13	6	-4
CC(=O)Nc1cccc(C(=O)OC(C(=O)c2ccc(C)cc2)c2ccccc2)c1 (stereo not drawn)	-0.8	-10	89	-26	86	-6	-27	-3	-5
CCCc1nnc(SCC(=O)N2C(C)CCCC2C)n1CC1CCCO1 (stereo not drawn)	6.8	-12	111	-7	130	10	24	4	4
COc1ccccc1C(=O)C1CCCN(C(=O)c2cc(CC(C)C)nc(C)n2)C1 (stereo not drawn)	-0.1	-32	101	8	101	3	-2	-6	-1
CN(C(=O)NC(=O)C1=C(N2CCOCC2)/C(=C/c2ccccc2)CC1)S(C)(=O)=O	0.4	-4	2.0*[inhibitor]	11	-2.0*[inhibitor]	-28	18	-12	-1
COCCSc1nnc(NC(=O)Cc2cccs2)s1	-3.2	-4	72	1	80	-18	20	7	-13
O=C(Nc1sc2c(c1C(=O)O)CCC2)c1ccccc1	-0.5	-10	103	6	93	1	21	16	-3
O=C(CN1CCOCC1)NNC(=S)Nc1ccccc1	2.6	-5	84	-6	85	-15	-7	-5	-5
COc1ccc(C(C)=O)cc1COC(=O)c1cccc(N(C)C)c1	-0.3	-9	104	-11	98	-1	-9	7	3
COc1ccc(-c2ccc(CCC(=O)O)n2NC(=O)c2cccs2)cc1	5.5	-13	98	-1	99	-7	-3	3	1
CCCCC(=O)N1CCN(c2ccc(OC)cc2[N+](=O)[O-])CC1	-3.4	-21	108	-6	107	1	-8	1	-3
CC(=O)Nc1ccc(NC(=O)CSc2nnc(NC(=O)C3CC(=O)N(c4ccc(F)cc4)C3)s2)cc1 (stereo not drawn)	0.6	-16	102	4	107	6	12	3	-2
FC(F)(F)c1nnc2sc(-c3ccncc3)nn12	0.7	-1	97	-2	97	-2	-8	-1	-5
C1CCc2c(nc3nnnn3c2NCC2CC2)C1	-0.7	-1	109	6	110	10	22	8	1
Cc1ccc(CC(=O)NC2CCN(Cc3ccccc3)CC2)cc1	-1.4	1	107	-3	113	10	10	-14	-10
O=C(Cn1nc(Cl)nc1Cl)c1ccc(F)cc1	-1.2	-1	66	-6	81	-8	2	0	-8
CC1CCN(C(=O)c2ccc(NS(C)(=O)=O)cc2)CC1	-0.7	-8	110	-4	118	10	3	14	-5
Cn1cc(CNC(=O)c2cc(COc3ccc4c(c3)CCCC4)on2)cn1	-1.3	-51	96	-14	94	-7	-8	1	-2
O=C1CSC(=S)N1c1ccc(Cl)c(Cl)c1	-6.1	1	101	15	102	-2	2	-19	-11
CCCn1c(/C=N/Nc2nc3ccccc3[nH]2)nc2ccccc21	-0.6	0	93	-27	101	-1	-111	-26	-6
CCCCC1=CC2=C(c3ccco3)C(=O)C(C)(OC(=O)c3ccc(OC)cc3)C(=O)C2=CN1Cc1ccco1 (stereo not drawn)	3.7	·	112	·	120	2	28	-1	·
Cn1ccnc1SCC(=O)c1cc2ccccc2o1	2.9	-3	100	12	100	0	13	22	-1
O=C(Nc1ccc(C(=O)Nc2ccccc2Cl)cc1)c1cccnc1	-0.2	-23	99	-4	97	0	8	1	-2
CCc1ccc(-c2cc(C)no2)cc1S(=O)(=O)N1CCN(c2ccccn2)CC1	1.2	-36	103	-10	100	3	14	12	1
C#CCOCCOCCOCCNc1nc(N2CCN(C(=O)[C@H](Cc3ccc(O)cc3)n3cc([C@@H](N)C(C)CC)nn3)CC2)nc(N2CCN(C(=O)[C@H](Cc3cc4ccccc4[nH]3)n3cc([C@@H](N)Cc4ccc(O)cc4)nn3)CC2)n1 (stereo partly drawn)	·	·	106	·	169*	6	-23	·	·
COc1cc(CC(=O)NCC2CCCCC2)cc(OC)c1OC	-0.3	-9	103	5	103	8	19	12	-8
COc1ccc(-c2ccc3oc(-c4ccsc4)c(-c4ccc(OC)cc4)c3c2)cc1	1.2	·	102	·	98	4	·	-4	-5
O=C(CSc1nnc(COc2ccccc2)o1)N1CCN(c2ccccc2)CC1	-2.6	-16	84	7	92	-11	5	4	-8
CN1CCc2ccc(NC(=O)c3ccc(C(F)(F)F)cc3)cc2C1	-0.2	1	100	-3	112	4	-6	-2	-2
Fc1ccc(-c2nc(-c3cnccn3)no2)c(Cl)c1	-1.0	0	96	2	100	7	5	10	0
CC(C)CCC(CCN1CCCC1)c1ccc2c(c1)OCO2 (stereo not drawn)	0.7	7	101	-6	111	12	6	3	-1
O=C(COc1ccccc1Cl)NCc1ccccc1	-3.0	-10	101	0	103	-3	12	7	-2
Cc1cc(OCC(=O)NCCCN(C)C)cc(C)c1Br	-0.9	13	105	-2	109	11	5	-17	-2
COc1ccc(-n2nc(C(=O)NCC(=O)N3CCCC(C)C3)c3ccccc3c2=O)cc1Cl (stereo not drawn)	0.9	-35	95	-4	96	-4	0	-12	2
CCOC(=O)C(=CNNc1c(C)csc1C(=O)OC)C(=O)OCC	-5.8	-25	100	5	98	1	4	14	4
O=C(O)C/C(=C\c1cc(Br)cs1)c1nc2ccccc2o1	-0.4	-29	99	11	95	-2	11	2	-9
COC(=O)c1sccc1NC(=S)N1CCC(C(N)=O)CC1	1.1	-1	92	4	93	-4	13	-10	-6
COCc1nnc(NS(=O)(=O)c2ccc([N+](=O)[O-])cc2)s1	0.7	-3	104	0	102	1	8	6	-3
N/C(=N\OC(=O)c1ccc(Cl)c([N+](=O)[O-])c1)c1ccccn1	-0.9	1	100	0	99	-1	14	-1	-10
CCOC(=O)C/C(N)=N/N(C)c1ncc(C(F)(F)F)cc1Cl	-1.6	-10	99	7	96	-5	-15	-7	-4
C=CCN1CC(O)=C(c2ccccc2)C1=N	2.9	1	97	3	99	1	-1	20	-1
O=C(Nc1cc([N+](=O)[O-])ccc1O)c1cccc(NC(=O)c2ccco2)c1	-1.3	2	104	6	109	8	-2	-4	-9
CCOc1ccc(/C(O)=C2/C(=O)C(=O)N(c3ccccn3)C2c2ccc(Cl)cc2)c(C)c1 (stereo not drawn)	7.8	-43	103	25	99	-2	-1	3	-9
CCOC(=O)C1CCCN(C(=O)c2ccc(Cn3c(=S)[nH]c4cc(C(=O)OC)ccc4c3=O)cc2)C1 (stereo not drawn)	-0.7	-9	100	3	88	-8	14	-1	-4
CCCCOc1ccc(C(C)NC(=O)CCS(=O)(=O)Cc2ccccc2F)cc1 (stereo not drawn)	15	-5	110	1	103	0	-12	-18	0
Cc1ccc(C(C)n2cc(C(=O)NCc3ccncc3)nn2)cc1 (stereo not drawn)	-1.0	-6	1.0*[inhibitor]	10	0.0*[inhibitor]	-9	-2	-10	-8

Shown with two lines to a compound: part of the list above.
Fields – CRFBP-R2 agonist | DNA FID counter | MEKK3 PB1 HTS | HCV NS3 hel inh | MEKK2wt PB1 HTS | MEKK2 mut-MEK5 | UBC9 SUMO inh | CRFR2-BP antag | GalR3 antag
COc1ccc(-n2nc(C(=O)NCC(=O)N3CCCC(C)C3)c3ccccc3c2=O)cc1Cl (stereo not drawn)
 : 0.9 | -35 | 95 | -4 | 96 | -4 | 0 | -12 | 2
CCOC(=O)C(=CNNc1c(C)csc1C(=O)OC)C(=O)OCC
 : -5.8 | -25 | 100 | 5 | 98 | 1 | 4 | 14 | 4
O=C(O)C/C(=C\c1cc(Br)cs1)c1nc2ccccc2o1
 : -0.4 | -29 | 99 | 11 | 95 | -2 | 11 | 2 | -9
COC(=O)c1sccc1NC(=S)N1CCC(C(N)=O)CC1
 : 1.1 | -1 | 92 | 4 | 93 | -4 | 13 | -10 | -6
COCc1nnc(NS(=O)(=O)c2ccc([N+](=O)[O-])cc2)s1
 : 0.7 | -3 | 104 | 0 | 102 | 1 | 8 | 6 | -3
N/C(=N\OC(=O)c1ccc(Cl)c([N+](=O)[O-])c1)c1ccccn1
 : -0.9 | 1 | 100 | 0 | 99 | -1 | 14 | -1 | -10
CCOC(=O)C/C(N)=N/N(C)c1ncc(C(F)(F)F)cc1Cl
 : -1.6 | -10 | 99 | 7 | 96 | -5 | -15 | -7 | -4
C=CCN1CC(O)=C(c2ccccc2)C1=N
 : 2.9 | 1 | 97 | 3 | 99 | 1 | -1 | 20 | -1
O=C(Nc1cc([N+](=O)[O-])ccc1O)c1cccc(NC(=O)c2ccco2)c1
 : -1.3 | 2 | 104 | 6 | 109 | 8 | -2 | -4 | -9
CCOc1ccc(/C(O)=C2/C(=O)C(=O)N(c3ccccn3)C2c2ccc(Cl)cc2)c(C)c1 (stereo not drawn)
 : 7.8 | -43 | 103 | 25 | 99 | -2 | -1 | 3 | -9
CCOC(=O)C1CCCN(C(=O)c2ccc(Cn3c(=S)[nH]c4cc(C(=O)OC)ccc4c3=O)cc2)C1 (stereo not drawn)
 : -0.7 | -9 | 100 | 3 | 88 | -8 | 14 | -1 | -4
CCCCOc1ccc(C(C)NC(=O)CCS(=O)(=O)Cc2ccccc2F)cc1 (stereo not drawn)
 : 15 | -5 | 110 | 1 | 103 | 0 | -12 | -18 | 0

Following part
SMILES	CRFBP-R2 agonist	DNA FID counter	MEKK3 PB1 HTS	HCV NS3 hel inh	MEKK2wt PB1 HTS	MEKK2 mut-MEK5	UBC9 SUMO inh	CRFR2-BP antag	GalR3 antag
COc1ccc(N(CC(=O)Nc2ccc3c(c2)OCO3)S(=O)(=O)c2c(C)nn(C)c2C)cc1	0.9	-15	99	-5	99	4	8	30	·
Cc1oc2ccc(OCc3c(F)cccc3Cl)cc2c1C(=O)O	-1.8	-24	102	14	100	0	23	38	8
CSc1nc(NCC(C)C)nc(N2CCOCC2)n1	-1.1	-7	97	1	101	-1	19	4	-1
Cc1ccc(C(=O)N/C(N)=N/c2nc3ccccc3o2)cc1	-0.1	-5	103	5	103	2	0	4	0
CCOC(=O)N1CCC(N2CC34C=CC(O3)C(C(=O)O)C4C2=O)CC1 (stereo not drawn)	-0.7	7	101	-1	105	3	0	-3	5
Cc1ccc(S(=O)(=O)NC(=O)COc2ccc(Cl)cc2Cl)cc1	0.4	-18	101	10	101	-1	0	-1	-9
CCc1ccc(OCc2nnc(SCc3ccc(C(=O)O)cc3)o2)cc1	-2.0	-53	94	9	98	-1	26	-15	-3
CN1/C(=C\C(=O)Nc2cccc(Cl)c2)C(C)(C)c2ccccc21	0.4	5	103	-5	106	16	-17	-8	-3
O=C(OCn1ncc(Cl)c(Cl)c1=O)c1ccccc1Cl	0.4	-5	100	-2	99	3	-128	-28	-2
COc1ccccc1N1CCN(CC(=O)c2c(C)[nH]c3cc(C)ccc23)CC1	2.4	1	101	-14	102	0	22	-4	0
Nc1ccc2c(c1)Cc1cc([N+](=O)[O-])ccc1-2	111*	11	99	1	95	2	10	-116	-3
